RAD52 anneal inh – RAD52 (human) annealing inhibition; P43351; recombinant RAD52 DNA annealing, FRET fluorescence; inhibition, % at 18.7 µM; 360,000 compounds, 0.46% hits; AID 651710;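 active = every replicate showing at least 50% inhibition; inconclusive = mean inhibition at least 50% but not in every replicate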
Target sequence (P43351 whole entry, looked up): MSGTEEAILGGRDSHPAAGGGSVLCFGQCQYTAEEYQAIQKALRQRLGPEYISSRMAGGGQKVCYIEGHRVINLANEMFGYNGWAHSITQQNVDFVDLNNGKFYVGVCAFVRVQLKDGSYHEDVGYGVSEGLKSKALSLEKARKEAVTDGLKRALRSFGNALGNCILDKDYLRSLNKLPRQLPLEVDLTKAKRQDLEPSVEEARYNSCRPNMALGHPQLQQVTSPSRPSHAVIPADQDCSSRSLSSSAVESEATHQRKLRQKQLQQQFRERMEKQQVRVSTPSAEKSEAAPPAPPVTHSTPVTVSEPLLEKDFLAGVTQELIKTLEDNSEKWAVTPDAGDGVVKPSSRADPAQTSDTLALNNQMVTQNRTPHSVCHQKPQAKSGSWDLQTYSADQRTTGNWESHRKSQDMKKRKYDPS
INS-1E GSIS act – primary screen for activators of insulin secretion dependent on glucose, INS-1E cells, GLuc reporter luminescence; INS-1E GLuc reporter insulin secretion, 2-3 h; activation, % at 16.6 µM; 370,000 compounds, 0.61% hits; AID 743287;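 active = lowest replicate activation of at least 40%, so every replicate reaches that level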;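 note: 0% = median of neutral control wells and 100% = median of IBMX positive control wells; some compounds called inactive have numbers as strong as hits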
RAD54 branch – blocks human RAD54 Holliday junction branch migration; Q92698; FAM/BHQ fluorescence; inhibition, % at 10.4 µM; 360,000 compounds, 0.14% hits;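 active = mean normalized replicate activity at least 40 and at least half of replicates scoring 40 or more; inconclusive = only one of the two criteria met; inactive = mean below 40 and under half of replicates reaching 40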;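 note: 0% = median of neutral control wells and 100% = median of positive control wells; inhibitors cause a drop in the FAM fluorescence signal; in these data hits start at about 50%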
DENV2 CPE rescue – inhibitors of DENV2 cytopathic effect; CPE inhibition, % at 9.99 µM; 350,000 compounds, 1.7% hits; DENV2-infected cells, cytopathic effect rescue, plate reader; AID 651640; in the data active = CPE inhibition above about 20%, passing the limit was not always enough; inconclusive = no clear call, values can overlap the other calls; tested in BHK-21 cells;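 note: 0% = median of neutral control wells and 100% = median of positive control wells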
XiGFP reactiv – activators of X-chromosome reactivation in mouse fibroblasts; XiGFP mouse fibroblasts, % GFP-positive cells imaging, 3 d; cells co-treated with 5-aza-dC sensitizer; scaled so ellipticine positive control = 100%; activation, % at 7.58 µM; 360,000 compounds, 0.055% hits; AID 743238;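 active = mean normalized replicate activation at least 10% and every replicate at or above 10%; inconclusive = only one of the two criteria met; inactive = mean below 10% and not all replicates reach 10%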;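 note: 0% = median of on-plate neutral control wells and 100% = ellipticine 6 µM median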
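Material: SV40-immortalized XiGFP fibroblast cells, line 68-5-11 | Buffer or medium: DMEM containing 5-aza-dC | Dosing: One concentration, pinned | Times: 3 d treatment, 15 min room-temperature fixation | Controls: Ellipticine 6 µM positive control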
CFTR F508del cor – CFTR F508del correction in bronchial cells. CFBE cells, YFP halide quenching; stimulated with forskolin plus potentiator P3; % fluorescence drop versus neutral controls. activity (quench increase), % at 7.58 µM. 350,000 compounds, 0.36% hits. AID 720511;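 active = mean added fluorescence quench of at least 8% versus neutral control, with both replicates also reaching 8%; inconclusive = only one of the mean or replicate conditions met; inactive = mean below 8% and not both replicates reaching 8%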;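 note: cells transiently co-express mutant CFTR-F508del with the halide-sensitive YFP; corrector assay measuring rescue of mutant channel to the surface after 24 h compound exposure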
E-selectin induc – E-selectin induction on HUVECs | activation, % at 7.58 µM | 260,000 compounds, 0.37% hits | P16581 | AID 686992 | HUVEC E-selectin immunofluorescence imaging; normalized: neutral wells 0, TNF-alpha wells 100;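 active = mean E-selectin-positive cell signal at least 10% of the positive control, reached in at least 60% of replicates, without over 20% cell loss; inconclusive = no rule given, readout overlaps actives, possibly toxicity-flagged; inactive = the rest, including those meeting only one limit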;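 note: in these data hits start at about 27%; measured in HUVEC primary endothelial cells; signal is the percent of cells scored E-selectin positive by PE staining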
Target sequence (P16581 whole entry, looked up): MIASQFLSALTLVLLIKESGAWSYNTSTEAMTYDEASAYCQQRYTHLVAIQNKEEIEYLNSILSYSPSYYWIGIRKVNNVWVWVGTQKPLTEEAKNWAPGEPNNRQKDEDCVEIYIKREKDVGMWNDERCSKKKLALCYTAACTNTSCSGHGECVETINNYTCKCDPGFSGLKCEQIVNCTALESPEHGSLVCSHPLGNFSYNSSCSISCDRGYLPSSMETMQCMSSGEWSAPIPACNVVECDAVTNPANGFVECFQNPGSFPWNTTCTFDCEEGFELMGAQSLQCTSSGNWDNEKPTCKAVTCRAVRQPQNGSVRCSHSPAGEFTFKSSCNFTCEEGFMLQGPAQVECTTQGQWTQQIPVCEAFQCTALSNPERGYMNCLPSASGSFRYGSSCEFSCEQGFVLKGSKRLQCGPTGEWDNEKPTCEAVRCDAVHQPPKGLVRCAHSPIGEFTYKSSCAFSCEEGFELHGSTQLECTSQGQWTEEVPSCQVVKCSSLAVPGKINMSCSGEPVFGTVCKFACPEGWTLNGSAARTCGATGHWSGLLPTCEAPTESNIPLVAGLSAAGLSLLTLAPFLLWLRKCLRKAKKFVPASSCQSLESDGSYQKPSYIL
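Test system: HUVEC; input: 3,000 HUVEC/well; measured by: immunofluorescence imaging; read-out: % PE-positive cells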
Casp6 inh – blocks human caspase-6 cleavage activity. P55212. purified caspase-6, Z-VEID-R110 cleavage fluorescence. 350,000 compounds, 0.53% hits. AID 686996. inhibition, % at 12.5 µM;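 active = mean inhibition across replicates at least about 35%, with every replicate also reaching that limit, limit read from the data; inconclusive = only one of the two criteria met; inactive = neither criterion met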;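 note: 0% = median of neutral control wells and 100% = no fluorescence left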
* marks the source's active call; other numbers are inactive results; ? = inconclusive; / = no result given.

SMILES,RAD52 anneal inh,INS-1E GSIS act,RAD54 branch,DENV2 CPE rescue,XiGFP reactiv,CFTR F508del cor,E-selectin induc,Casp6 inh
Cc1ccc(C)c(Cn2nnc3c(=O)[nH]c(C4CCN(S(=O)(=O)c5ccc(S(=O)(=O)N(C)C)cc5)CC4)nc32)c1,-15,-6,6,-7,0.0,0.7,0.7,2
Cc1ccc(-c2cc(C(=O)Nc3cc(C)on3)no2)cc1,-7,7,/,1,-0.1,-3.8,-0.1,1
CC(NC(=O)c1ccccc1F)c1nnc(SCC(=O)NC2CCCCC2)n1C (stereo not given),-3,3,4,-6,0.3,0.3,/,0
CCCC#Cc1ccc([C@H]2[C@@H](CO)N3CCCCN(S(C)(=O)=O)C[C@@H]23)cc1,-14,8,-14,-8,0.2,2.0,-0.1,-4
COCCCNC(=O)c1cn(-c2cccc(OC)c2)c(=O)c2ccccc12,-6,-1,-3,-5,-0.1,-0.2,/,-7
COc1ccc(/C=C/C(=O)N2CCN(c3ccccc3)CC2)cc1S(=O)(=O)N1CCOCC1,-10,2,/,-3,0.0,-4.9,/,3
O=C(O)C[C@H]1C[C@@H]2c3cc(NS(=O)(=O)c4ccc(F)cc4)ccc3O[C@@H]2[C@@H](CO)O1,-5,30,-3,8,0.2,-0.3,0.3,-1
CC(=O)Nc1ccc(Br)c2ccccc12,-21,2,/,0,0.0,1.4,/,1
Cc1cc2ncn(/N=C/c3ccc4c(c3)OCO4)c2cc1C,-10,-1,/,9,0.1,0.6,0.1,-3
C[C@@H]1CCCCO[C@@H](CN(C)Cc2ccc(Cl)c(Cl)c2)[C@H](C)CN([C@@H](C)CO)C(=O)c2cc(NC(=O)Nc3ccc(C(F)(F)F)cc3)ccc2O1,6,30,1,-11,-1.3,-2.1,0.1,-2
CCOC(=O)c1c(NC(=O)c2c(C(=O)O)cccc2[N+](=O)[O-])sc2c1CCCC2,-5,-21,-46,8,0.0,-5.3,0.0,4
CN(C)/C=C(/C(=O)c1ccc(Cl)cc1)n1cncn1,-11,-2,/,-4,0.0,2.7,/,-4
O=C(NCC[C@H]1CC[C@H](NS(=O)(=O)c2ccccc2)[C@H](CO)O1)c1cc(Cl)cc(Cl)c1,9,4,-5,-3,-0.1,1.6,-0.2,-1
O=C(COC(=O)c1ccc2[nH]c3c(c2c1)CCCC3)Nc1ccc(Cl)cc1Cl,-8,-3,/,-1,0.0,-7.1,0.3,-2
O=C1CCN(Cc2ccccc2)CCN1CCSc1ccccc1,-14,-4,-9,7,0.1,2.2,-0.4,/
COc1ccc(-c2ccc(C(=O)NCC3CCOCC3)c3occc23)c(C)c1,-12,-43,9,3,0.2,-1.9,0.2,5
CCCCCCCCN1C(=O)[C@H](CC(=O)NCC2CCCCC2)C[C@@]2(C(=O)OC)CCCCC=C12,-6,17,/,2,0.6,-5.0,/,-2
CN(Cc1cccs1)C(=O)Cn1cnc2ccccc2c1=O,0,8,/,7,0.1,-3.7,0.9,0
COc1ccc(NS(=O)(=O)c2ccc3c(c2)OCCO3)cc1OC,-16,-27,-5,-1,0.6,-0.6,/,5
CCC(Sc1ccc2nnc(-c3cccnc3)n2n1)C(=O)O (stereo not given),-12,8,-2,-1,-0.1,0.1,-1.1,-1
CCN1CCc2nc(NC(=O)c3ccc(S(=O)(=O)N(C)C)cc3)sc2C1,-37,13,4,-3,-0.1,-2.3,-1.7,2
CC(C)N1CCc2c(sc(NC(=O)CCS(=O)(=O)c3ccccc3)c2C#N)C1,9,3,-11,-1,0.0,1.6,/,0
CCOc1ccc(NC(=O)CN(C)C(=O)CC2OC(=O)c3ccccc32)cc1OCC (stereo not given),-8,-7,-1,3,0.0,-0.6,-2.8,0
COc1ccc(CN(C)C[C@H]2OCCCC[C@H](C)Oc3ccc(NC(=O)c4ccccc4)cc3C(=O)N([C@H](C)CO)C[C@H]2C)cc1,26,-25,2,-9,0.0,-0.9,-0.2,2
CC1CCCN(C(=O)COC(=O)C2CCN(S(=O)(=O)c3ccc(Cl)c(C(F)(F)F)c3)CC2)C1 (stereo not given),-10,1,7,3,0.6,-7.4,/,-2
COc1ccc(NC(=O)CN2CCC(C(=O)c3ccc(C)cc3)CC2)c(OC)c1,-29,-8,-10,-1,0.2,0.7,-0.2,-2
Nc1cc(N)nc(SCc2nnnn2-c2ccc(Cl)cc2)n1,/,22,-11,/,0.0,/,-0.4,/
CCN(CC)CCNC(=O)c1ccc(NC(=O)c2cc(S(=O)(=O)N3CCCCC3)ccc2C)cc1,-1,-3,-9,-4,0.5,1.3,0.2,-2
O=C(CS(=O)(=O)c1ccccc1)Nc1ccc(N2CCOCC2)cc1,-1,1,/,/,0.0,-2.5,10,2
CN(C)CCNC(=O)c1sc2nc(-c3ccccc3)cc(C(F)(F)F)c2c1N,-88,/,35,-3,4.9,-0.9,0.2,-29
CCCNC(=O)C[C@@H]1C[C@@H]2c3cc(NC(=O)COC)ccc3O[C@@H]2[C@@H](CO)O1,2,21,1,?,0.1,-1.5,-0.7,6
CC(=O)c1ccc(NC(=O)Nc2cccc3ccccc23)cc1,-2,-3,10,-8,0.0,-2.3,/,-1
Cc1cccc(COC(=O)CCCNC(=O)c2ccc(Cl)cc2)c1,-18,-18,-8,0,0.1,3.5,1.6,-1
O=C(N[C@@H](Cc1cccnc1)C(=O)N1CCC[C@H]1C(=O)NCCc1ccccc1Cl)c1ccc(Cl)c(Cl)c1,-6,-28,/,-8,0.4,-0.8,-0.1,1
C[N+]1(C2CCC3CCCC2C3O)CCCC1 (stereo not given),/,5,/,/,0.0,-1.3,0.0,/
O=C(COC(=O)C1Cc2ccccc2CN1C(=O)c1ccccc1)Nc1ccc(SC(F)F)cc1 (stereo not given),3,-27,/,2,0.2,/,1.0,4
O=C(CSc1nnc(-c2ccncc2)n1C1CCCCC1)Nc1cccc(O)c1,-2,21,5,/,/,/,/,4
COc1ccc(CNc2ncc(-c3ccccc3)n2C)c2ccccc12,30,-13,14,-3,0.0,0.6,1.4,1
O=S1(=O)CCN(C2CCCCCCC2)CC1,-7,-5,/,0,-0.1,-0.4,0.0,2
CC(=O)Nc1ccc(NC(=O)COc2ccc(S(=O)(=O)N3CCCC3)cc2)cc1,-10,3,-7,3,0.0,3.3,/,-1
COC(=O)c1ccc(C(=O)OC)c(NC(=O)CSc2n[nH]c(N)n2)c1,5,0,-1,-1,0.0,0.9,0.0,-4
O=C(COC(=O)C1CCN(S(=O)(=O)c2cccs2)CC1)Nc1ccc(F)c(F)c1F,-4,8,4,-7,0.0,-1.5,0.7,1
Cc1ccc2c(C)c(C(=O)N(C)C(C)c3ccncn3)oc2c1C (stereo not given),-4,-1,-5,3,0.1,4.3,-0.8,-7
Cc1noc(C)c1C(=O)N(CC(=O)Nc1ccc(Cl)c(C(F)(F)F)c1)Cc1ccco1,-18,-44,-6,-6,1.1,-0.8,/,5
Cc1cc(C)c(NC(=O)CSCc2c(C)noc2C)c(C)c1,-9,2,-8,3,0.0,-2.4,/,-5
O=C(COc1ccc(Br)cc1)Nc1ccc2c(c1)C(=O)NC2=O,-11,8,/,4,0.0,-1.3,/,-1
O=C(C[C@H]1C=C[C@H](NS(=O)(=O)c2ccccc2)[C@H](CO)O1)NCc1ccncn1,-5,0,0,-7,-0.2,-2.8,0.6,-2
Cc1ccccc1-c1nc(CN2CCC(C(=O)N3CCC(C(N)=O)CC3)CC2)c(C)o1,-16,/,-3,-3,1.2,-1.0,0.0,-1
COc1ccc(NC(=O)Nc2ccc3c(c2)OC[C@@H](C)NC[C@@H](C)[C@@H](OC)CN(C)C3=O)cc1,3,2,2,-9,0.1,/,-0.1,0
Nc1nc(N(Cc2ccccc2)Cc2ccccc2)nc(C(F)(F)F)n1,-12,-23,1,-2,0.3,3.0,-0.4,-2
CCN(CC)c1ccc(/C=N/NC(=S)NCc2ccccc2)c(O)c1,-11,8,4,-2,0.5,/,/,-6
C[C@@H]1CCCCO[C@H](CN(C)S(=O)(=O)c2ccc(F)cc2)[C@@H](C)CN([C@@H](C)CO)C(=O)c2cc(NS(=O)(=O)c3ccc(F)cc3)ccc2O1,/,-22,-18,-14,-0.1,-1.1,0.1,/
Cc1ccc(S(=O)(=O)Nc2ccc3c(c2)C(=O)N([C@@H](C)CO)C[C@H](C)[C@H](CN(C)C)O3)cc1,0,8,0,?,0.1,0.1,-0.2,-1
COCCN(C(=O)CSc1nnc(-c2ccccc2F)n1N)c1c(N)n(Cc2ccccc2)c(=O)[nH]c1=O,-49,15,3,-1,0.0,-0.9,2.7,-3
O=CN1CCN(C(=O)COc2ccc(Cl)cc2Br)CC1,-20,-18,/,-2,0.0,-0.3,-0.1,17
CCCC(=O)Nc1cc(S(=O)(=O)N2CCCCC2)ccc1N1CCOCC1,-7,-17,-3,-4,0.2,3.4,-0.5,0

Next results follow:
SMILES,RAD52 anneal inh,INS-1E GSIS act,RAD54 branch,DENV2 CPE rescue,XiGFP reactiv,CFTR F508del cor,E-selectin induc,Casp6 inh
CN(C)C(CNc1ncnc2sccc12)c1ccccc1 (stereo not given),-12,7,3,-3,0.0,-1.7,/,-2
CC(C)NC(=O)Nc1ccc2c(c1)C(=O)N([C@@H](C)CO)C[C@@H](C)[C@@H](CN(C)S(=O)(=O)c1cn(C)cn1)OCCCC[C@@H](C)O2,-11,22,0,-10,0.2,-0.7,/,-2
COCC1CCN(C(=O)c2cc(COc3ccccc3SC)on2)C1 (stereo not given),-1,10,8,-5,-0.1,-1.7,-0.1,3
COc1ccc(C#Cc2ccc([C@@H]3[C@H]4CN(C(=O)c5ccncc5)CCCCN4[C@H]3CO)cc2)cc1,-26,0,0,-2,0.0,3.8,-0.4,-3
C[C@@H]1CN([C@H](C)CO)C(=O)c2cc(C3=CCCC3)cnc2O[C@@H]1CN(C)C(=O)C1CCCCC1,-7,-1,9,-1,0.8,1.7,0.3,-5
C[C@H]1CN([C@@H](C)CO)C(=O)c2cc(/C=C/c3ccccc3)cnc2O[C@@H]1CN(C)S(=O)(=O)c1ccccc1F,10,-4,4,20,0.0,-0.2,-0.3,1
